ATG4B inhibitor: blocks human ATG4B protease cleavage of LC3 substrate | ATG4B cleavage of LC3-PLA2, NBD-HPC fluorescence, 1 h | inhibition, % at 8.33 µM | AID 504462 | actives 0.51% (n = 340,000); in the data active = inhibition above about 40%
Target sequence (Q9Y4P1 whole entry, looked up): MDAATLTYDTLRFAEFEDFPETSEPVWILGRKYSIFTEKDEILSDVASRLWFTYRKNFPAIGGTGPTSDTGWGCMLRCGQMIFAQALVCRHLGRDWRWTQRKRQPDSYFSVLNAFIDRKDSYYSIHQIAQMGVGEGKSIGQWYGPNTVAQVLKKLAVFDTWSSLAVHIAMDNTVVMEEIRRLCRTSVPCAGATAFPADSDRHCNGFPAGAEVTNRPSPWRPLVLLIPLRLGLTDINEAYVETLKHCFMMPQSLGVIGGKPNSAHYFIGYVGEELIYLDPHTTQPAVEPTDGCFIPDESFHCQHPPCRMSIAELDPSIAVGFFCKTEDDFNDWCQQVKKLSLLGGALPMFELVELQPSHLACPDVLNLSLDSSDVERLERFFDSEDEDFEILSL
SENP6 inh: blocks the human protease SENP6; Q9GZR1; Recombinant SENP6 catalytic domain, aminoluciferin luminescence; inhibition, % at 10 µM; actives 1.8% (n = 330,000); AID 2599;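 active = inhibition above about 50% at the single tested dose, limit read from the data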;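 also: plate controls were DMSO wells with enzyme for no effect and DMSO wells lacking enzyme for full effect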
Target sequence (Q9GZR1 628-1112 limits assumed): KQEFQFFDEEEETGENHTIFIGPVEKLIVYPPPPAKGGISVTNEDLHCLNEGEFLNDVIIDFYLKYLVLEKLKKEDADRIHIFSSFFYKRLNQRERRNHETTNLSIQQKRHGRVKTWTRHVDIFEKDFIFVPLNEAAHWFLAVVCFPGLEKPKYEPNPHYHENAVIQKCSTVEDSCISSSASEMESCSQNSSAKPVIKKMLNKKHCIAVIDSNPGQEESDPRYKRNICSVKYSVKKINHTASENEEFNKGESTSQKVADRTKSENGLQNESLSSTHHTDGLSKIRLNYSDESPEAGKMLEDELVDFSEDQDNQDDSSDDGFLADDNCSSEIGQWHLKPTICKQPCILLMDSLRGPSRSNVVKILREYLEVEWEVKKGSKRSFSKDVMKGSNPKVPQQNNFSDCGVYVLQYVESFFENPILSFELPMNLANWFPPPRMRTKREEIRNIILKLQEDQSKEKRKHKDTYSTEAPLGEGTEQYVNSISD
HKDC1 inhibitor: inhibitors of human hexokinase HKDC1 | Q2TB90 | recombinant HKDC1, G6PDH/diaphorase resazurin coupled fluorescence | inhibition, % at 20 µM | actives 0.16% (n = 340,000);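 active = inhibition above about 35% when tested at 20 µM, limit read from the data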;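 also: plate controls were DMSO wells with enzyme for no effect and DMSO wells lacking enzyme for full effect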
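Test system: Recombinant HKDC1 (HK5) hexokinase enzyme, produced in-house | Input: HKDC1 at 5 µg/mL | Buffer or medium: Tris pH 8.0 buffer with MgCl2, Tween-20, BSA, BME | Schedule: 90 min reaction incubation at room temperature, dark | Technique: Resazurin-to-resorufin fluorescence via G6PDH and diaphorase coupling, 525/613 nm | Controls: DMSO wells with and without enzyme mix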
GRIN3A LBD mod: modulates the human NR3A ligand-binding domain. actives 2.5% (n = 340,000). Tm shift relative to glycine control, % at 25 µM. AID 1259313. NR3A LBD differential scanning fluorimetry, Tm shift; 0% = protein alone, 100% = glycine-bound protein;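 active = melting temperature shift of at least 10% of the positive control shift, at one fixed dose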
SENP7 inh: inhibitors of human SENP7 protease; recombinant SENP7, Z-RLRGG-aminoluciferin luminescence, 40 min; actives 1.5% (n = 330,000); inhibition, % at 5 µM; Q9BQF6;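 active = inhibition above about 50% at the single test dose, limit read from the data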;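 also: plate controls were DMSO with enzyme for no effect and no enzyme buffer wells for full effect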
MPTP block: permeability transition pore inhibition | isolated mouse mitochondria, Ca2+ swelling absorbance, 30 min | inhibition, % at 10 µM | actives 1.4% (n = 360,000) | AID 602449;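 active = inhibition of 50% or more, scaled per plate between neutral and stimulator controls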;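 also: 0% = DMSO wells given calcium and 100% = 1 mM EGTA wells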
PfGluPho inh: PfG6PD (Plasmodium falciparum) enzyme inhibition; AID 504690; inhibition, % at 20 µM; PfGluPho enzyme, NADPH resazurin-diaphorase fluorescence; actives 0.78% (n = 350,000);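 active = inhibition reaching at least a set limit at 20 µM in the primary screen, cut at about 59% in these data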;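 also: 0% = DMSO wells with substrate and 100% = DMSO wells lacking glucose-6-phosphate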
SENP8 block: blocks human SENP8 cleavage of Nedd8 substrate; recombinant SENP8, Nedd8 substrate fluorescence; inhibition, % at 20 µM; actives 0.64% (n = 360,000); Q96LD8; AID 602440; in the data active = inhibition mostly above about 40%, no sharp cut-off; inactive = mostly below about 27%
An asterisk follows results filed as active; . = not tested or not shown.

SMILES	ATG4B inhibitor	SENP6 inh	HKDC1 inhibitor	GRIN3A LBD mod	SENP7 inh	MPTP block	PfGluPho inh	SENP8 block
CC1CCN(S(=O)(=O)c2cccc(C(=O)NCC3CCCO3)c2)CC1 (stereo unspecified)	5	-13	-4	0	-5	-0.4	-23	-4
Cc1ccc2ccc(C3C(=O)c4ccccc4C3=O)nc2c1	-2	53*	-2	-3	-5	0.0	3	28
COc1ccc(C(NC(=O)C(C)(C)C)NC(=O)C(C)(C)C)cc1	-7	-9	-6	-2	-2	3.7	-4	8
O=c1c(O)c(-c2ccccc2)oc2ccccc12	-19	.	-7	0	.	6.8	-26	-36
O=C(OCC(=O)N(C1CCCCC1)C1CCCCC1)c1ccco1	1	-14	-6	0	6	-1.3	-9	12
CCCn1c(Cc2ccccc2)n[nH]c1=S	-1	-46	-6	1	-3	-1.5	6	13
C/C(=N\NS(=O)(=O)c1ccc(Cl)cc1)c1ccc(NC(=O)c2ccco2)cc1	-9	-20	-3	-5	0	-1.8	9	-2
C[C@H](CO)N1C[C@H](C)[C@@H](CN(C)C(=O)Nc2ccccc2)Oc2c(NC(=O)NC3CCCCC3)cccc2C1=O	0	11	-8	-2	2	-1.1	-7	6
O=c1c2ccccc2cnn1Cc1n[nH]c(=S)n1-c1cc(Cl)cc(Cl)c1	6	-16	1	2	-2	0.5	36	22
CC1CN(CCOc2ccccc2-c2ccccc2)CC(C)O1 (stereo unspecified)	-3	6	-1	0	-3	0.0	-4	24
CCN(CC(=O)Nc1c(F)cccc1F)C(=O)Cc1ccc(OC)c(S(=O)(=O)N2CCOCC2)c1	10	-6	-6	1	-3	-1.4	-18	11
Cn1nc(C(F)(F)F)c(-c2ccc(Br)cc2)c1NC(=O)c1cccnc1	-13	-43	1	2	-8	6.3	6	6
CCc1ccccc1N(C(=O)c1snc(C(N)=O)c1N)C(C(=O)NCC1CCCO1)c1ccc(C)o1 (stereo unspecified)	4	-20	5	-1	8	-1.5	21	-331
COc1ccc(N2CCN(C(=O)CN(c3ccccc3)S(C)(=O)=O)CC2)cc1	-10	-32	0	-1	-12	-1.7	-17	23
CCOC(=O)c1c(CN(CC)CC)n(C)c2cc(Br)c(O)cc12	-6	0	0	0	-6	3.2	9	20
CCC(=O)c1ccc(OCC(=O)OCC(=O)NCC2CCCCC2)cc1	1	-6	-4	2	-2	-2.6	13	10
COc1ccc(N(CC(=O)NCC2CCCO2)S(=O)(=O)c2ccccc2)cc1OC (stereo unspecified)	-1	1	-9	-2	-4	1.4	3	14
CNc1cncc(C(=O)O)c1	5	4	-7	-2	3	1.1	2	-360
COc1cccc(C(=O)Nc2ccc(C(=O)NCC3CCCO3)cc2)c1 (stereo unspecified)	-6	-7	-3	3	0	-0.7	31	26
COc1ccc(NC(=O)N(C)C[C@H]2Oc3ccc(NC(=O)Nc4ccc(C(F)(F)F)cc4)cc3C(=O)N([C@H](C)CO)C[C@@H]2C)cc1	-7	10	2	7	3	0.0	29	-7

16 structures already listed, ordered by molecular weight, rising.
SMILES	ATG4B inhibitor	SENP6 inh	HKDC1 inhibitor	GRIN3A LBD mod	SENP7 inh	MPTP block	PfGluPho inh	SENP8 block
CNc1cncc(C(=O)O)c1	5	4	-7	-2	3	1.1	2	-360
CCCn1c(Cc2ccccc2)n[nH]c1=S	-1	-46	-6	1	-3	-1.5	6	13
O=c1c(O)c(-c2ccccc2)oc2ccccc12	-19	.	-7	0	.	6.8	-26	-36
CC1CN(CCOc2ccccc2-c2ccccc2)CC(C)O1 (stereo unspecified)	-3	6	-1	0	-3	0.0	-4	24
COc1ccc(C(NC(=O)C(C)(C)C)NC(=O)C(C)(C)C)cc1	-7	-9	-6	-2	-2	3.7	-4	8
O=C(OCC(=O)N(C1CCCCC1)C1CCCCC1)c1ccco1	1	-14	-6	0	6	-1.3	-9	12
COc1cccc(C(=O)Nc2ccc(C(=O)NCC3CCCO3)cc2)c1 (stereo unspecified)	-6	-7	-3	3	0	-0.7	31	26
CCC(=O)c1ccc(OCC(=O)OCC(=O)NCC2CCCCC2)cc1	1	-6	-4	2	-2	-2.6	13	10
CCOC(=O)c1c(CN(CC)CC)n(C)c2cc(Br)c(O)cc12	-6	0	0	0	-6	3.2	9	20
O=c1c2ccccc2cnn1Cc1n[nH]c(=S)n1-c1cc(Cl)cc(Cl)c1	6	-16	1	2	-2	0.5	36	22
C/C(=N\NS(=O)(=O)c1ccc(Cl)cc1)c1ccc(NC(=O)c2ccco2)cc1	-9	-20	-3	-5	0	-1.8	9	-2
Cn1nc(C(F)(F)F)c(-c2ccc(Br)cc2)c1NC(=O)c1cccnc1	-13	-43	1	2	-8	6.3	6	6
COc1ccc(N(CC(=O)NCC2CCCO2)S(=O)(=O)c2ccccc2)cc1OC (stereo unspecified)	-1	1	-9	-2	-4	1.4	3	14
CCc1ccccc1N(C(=O)c1snc(C(N)=O)c1N)C(C(=O)NCC1CCCO1)c1ccc(C)o1 (stereo unspecified)	4	-20	5	-1	8	-1.5	21	-331
C[C@H](CO)N1C[C@H](C)[C@@H](CN(C)C(=O)Nc2ccccc2)Oc2c(NC(=O)NC3CCCCC3)cccc2C1=O	0	11	-8	-2	2	-1.1	-7	6
COc1ccc(NC(=O)N(C)C[C@H]2Oc3ccc(NC(=O)Nc4ccc(C(F)(F)F)cc4)cc3C(=O)N([C@H](C)CO)C[C@@H]2C)cc1	-7	10	2	7	3	0.0	29	-7

Remaining list, next part:
SMILES	ATG4B inhibitor	SENP6 inh	HKDC1 inhibitor	GRIN3A LBD mod	SENP7 inh	MPTP block	PfGluPho inh	SENP8 block
Nc1cccc(CCc2ccncc2)c1	3	4	0	-1	-1	0.6	-4	7
COc1ccc(C(C)=O)cc1COC(=O)c1cc2ccccc2cc1O	-10	-23	-1	-4	-2	0.8	15	-47
CCOC(=O)c1c(N)sc(C(=O)N2CCCCC2)c1C	-10	-26	-12	0	-3	-7.5	-27	11
C=CCSC1=NC(N)=C(C#N)C2(CCCCC2)C1C(N)=O (stereo unspecified)	28	-4	-8	-1	3	1.2	11	19
COc1ccc(C(=O)NCC(=O)N2CCN(C(=O)c3ccco3)CC2)cc1[N+](=O)[O-]	7	8	2	-1	7	-1.2	0	11
COc1nc(OCC#N)nc(N(C)C)n1	2	-15	-4	1	2	-1.7	-11	18
COc1ccc(/C=N/Nc2cc(N3CCOCC3)nc(C)n2)c(OC)c1	-9	2	-9	-3	1	-1.0	6	-82
O=C1[C@H]2[C@@H](c3ccc(F)cc3)N3C(=O)N(c4cccc(Cl)c4)C(=O)[C@@]3(Cc3ccc(Cl)cc3)[C@H]2C(=O)N1C1CCCCC1	-3	8	6	0	-1	-0.3	-2	19
Cc1nn(CC(=O)N/N=C/c2ccc(F)cc2)c(C)c1[N+](=O)[O-]	-2	-10	-2	1	14	-1.4	-3	14
COc1ccc(NC(=S)Nn2cnnc2)c(OC)c1	4	5	-1	-2	3	0.8	36	3
NS(=O)(=O)c1ccc(NC(=O)COC(=O)Cc2ccc(Cl)cc2)cc1	-3	-11	-2	-1	6	0.9	-5	-9
Cc1ccc(O)c(NC(=O)c2cc(-c3cccs3)on2)c1	-3	27	-2	0	45	-1.0	5	10
C=CCn1c(SCC(=O)c2c(N)n(C)c(=O)n(C)c2=O)nnc1-c1ccncc1	6	5	-3	-2	-3	0.9	31	3
Cc1ccc(N2CC(C(=O)Nc3ccccc3N3CCCC3)CC2=O)cc1 (stereo unspecified)	6	-12	-5	-1	2	-1.1	-6	12
O=C(/C=C/c1ccco1)NCC1CCCO1 (stereo unspecified)	1	10	-3	-1	14	-1.6	17	-6
CN(C1=NC(=O)C(CC(=O)O)S1)c1ccc(O)cc1 (stereo unspecified)	10	-2	-8	0	1	-1.9	-10	-5
Cc1nc(N2CCC(C(N)=O)CC2)c2c(-c3cccs3)csc2n1	0	1	7	0	-4	8.5	19	2
COCCNc1nc2c(-c3cccc(C(F)(F)F)c3)nnn2c2ccccc12	-1	-2	-8	-5	3	1.3	1	-290
O=C1CN(C(=O)C2CC2)c2ccccc2N1	-18	-11	-5	-1	4	-0.9	-9	9
CCCCN(CCCC)Cc1cc2ccccc2c2c1COC2	5	18	8	-1	0	5.0	-9	16
COc1ccc(OCCCN2CCCCCC2)cc1	-14	1	-5	0	-4	-0.4	10	17
COc1ccc(NC(C)=O)cc1NC(C)C(=O)Nc1cccc2ccccc12 (stereo unspecified)	-9	-1	-2	-1	1	-1.2	4	26
COc1cc2c(cc1OC)C(C)N(C(=O)c1cc(C)on1)CC2 (stereo unspecified)	-2	2	4	13*	0	-1.3	1	-6
Cc1cc(C)nc(SCc2ccc(Cl)cc2)n1	-5	13	-1	0	-1	0.2	-15	13
CCOC(=O)CCCCCN1C(=O)c2cccc3cccc(c23)C1=O	-2	-4	-2	0	-13	0.1	6	-163
COc1cc(OC)c(C(=S)N2CCCC2)cc1OC	4	8	-3	2	-3	-0.5	33	18
O=C(CCN1C(=O)c2ccccc2S1(=O)=O)N1CCN(c2cccc(Cl)c2)CC1	-14	-12	-4	-1	-6	-0.5	-1	13
Cn1cc(S(=O)(=O)N2CCCC2)cc1C(=O)NCc1ccccc1Cl	-2	-2	-2	-3	-13	0.1	-6	1
O=C(O)c1ccc(-c2nc(-c3ccccc3Cl)cs2)cc1	17	98*	-1	2	94*	4.8	-25	-30
CCOC(=O)c1c(-c2ccc(OC)cc2)oc2ccc(OCC(N)=O)cc12	-1	-13	-2	1	3	-1.3	10	-282
CN(C)c1nc(F)c(F)c(S(=O)(=O)c2ccccc2)c1F	14	14	-1	0	-3	-1.3	4	-31
CCn1c(SCC(=O)Nc2cc(C)on2)nnc1-c1ccc(OC)cc1	-4	3	-1	-2	-6	-0.2	-12	2
CCOC(=O)N1CCC(NS(=O)(=O)c2cc3c(cc2C)NC(=O)CO3)CC1	-3	-14	-4	0	1	0.0	-9	9
CCCc1nnc(SCC(=O)O)n1CC	3	-5	-3	1	7	0.9	-7	22
COC(=O)C1=C(O)/C(=C\c2ccc(CNS(=O)(=O)c3ccc(Cl)cc3)o2)N=C1C	4	10	-6	-4	6	2.1	-12	-135
COc1ccccc1-c1cc(C(F)(F)F)nc(N2CCN(c3ccccc3)CC2)n1	-5	7	2	2	5	4.0	8	-15
COc1ccc(N(C)S(=O)(=O)c2cccc(C(=O)Nc3ccc4c(c3)OCCO4)c2)cc1	-1	4	1	-8	4	0.2	-8	-7
COc1ccc(CCNC(=O)CN2C(=O)NC(c3ccccc3)(c3ccccc3)C2=O)cc1	-20	-16	-5	2	-10	0.8	12	15
COc1ccc(C2/C(=C(\O)c3ccc4c(c3)OCCO4)C(=O)C(=O)N2CCCN(C)C)c(OC)c1 (stereo unspecified)	-6	-12	6	-3	6	1.3	13	20
CC(C)c1ccccc1OCC(=O)N(C)CC(=O)Nc1ccc(F)cc1	-1	-9	1	2	-5	-0.8	-6	8
COc1ccccc1Nc1nc(NCCO)nc(N2CCCC2)n1	-8	4	0	-3	4	7.8	16	2
COc1ccc(NC(=O)Nc2ccc(Cc3ccncc3)cc2)c(OC)c1	-20	-17	-1	-6	-9	3.5	3	-5
CC(C)C[C@H]1CNC(=S)N1CC1CCCN1C[C@H](CC(C)C)N1C[C@H](Cc2ccc(O)cc2)N(CC2CCCCC2)C1=S (stereo partly specified)	.	.	-2	12*	.	3.9	31	4
CCOc1ccccc1C(=O)NCc1ccc2c(c1)OCO2	-2	-23	-5	0	-2	-0.4	21	23
O=C1N(S(=O)(=O)c2ccccc2F)C(=O)C2(CCCC2)N1S(=O)(=O)c1ccccc1F	-9	-4	-4	-1	-5	-0.6	6	18

This is a random part of the collection. Share with any hit: about 6.9%.
